# Vif-APOBEC3F blk = inhibitors of Vif-A3F interaction; hit rate 0.2% among 390,000; Potency, µM (top dose mostly 46.1 µM), without a hit: top-dose activity, negative = active; AID 602313; HeLa A3F-eYFP + Vif (tagged APOBEC3F with the HIV-1 protein that degrades it), YFP fluorescence increase; also: potency is read from the fitted curve at half-maximal effect; % of control where 0% means no effect; nearly all actives have a fitted effect of over 65% in size
#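 Fluorescence increase (Ex 488/Em 500-530) after overnight compound treatment at 37 deg C flags inhibition of Vif-driven A3F-eYFP loss in stable HeLa A3F-eYFP/Vif cells seeded overnight beforehand.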
# D1 antag = blocks dopamine activation of the human D1 receptor | activity change, negative = inhibition, % at 10 µM | P21728 | HEK293 TREx D1 cells, calcium flux, dopamine EC80; stronger effect = lower value | hit rate 3.2% among 360,000; in the data active = activity change below about -30%; also: % is scaled to controls: 0 for no effect and ±100 for the full control effect
# Target sequence (P21728 whole entry, looked up): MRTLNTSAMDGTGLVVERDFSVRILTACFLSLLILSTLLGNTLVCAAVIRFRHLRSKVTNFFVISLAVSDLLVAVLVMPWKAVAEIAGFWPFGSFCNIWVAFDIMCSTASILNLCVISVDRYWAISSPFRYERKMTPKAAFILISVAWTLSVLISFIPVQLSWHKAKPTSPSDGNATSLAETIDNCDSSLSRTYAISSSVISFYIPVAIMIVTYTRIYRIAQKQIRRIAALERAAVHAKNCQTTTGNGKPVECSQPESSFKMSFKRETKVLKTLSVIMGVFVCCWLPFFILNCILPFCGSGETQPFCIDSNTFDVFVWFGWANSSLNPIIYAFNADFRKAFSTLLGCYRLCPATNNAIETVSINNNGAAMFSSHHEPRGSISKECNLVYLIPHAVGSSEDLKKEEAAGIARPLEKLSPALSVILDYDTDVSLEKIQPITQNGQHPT
#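 Inducible Hek293 Trex D1 cells (tetracycline, overnight, 30 C). Calcium dye 30–90 min RT. Antagonist mode: EC80 dopamine added after 180 s compound read.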
# Vif-A3G inh = inhibitors of Vif-APOBEC3G interaction | HeLa A3G-eYFP + Vif (tagged APOBEC3G with the HIV-1 protein that degrades it), YFP fluorescence, overnight | Potency, µM (titrated, usually from 46.1 µM), for the others: at the highest dose activity, negative = active, most hits filed as inhibitors | hit rate 0.076% among 410,000;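 also: potency is read from the fitted curve at half-maximal effect; % is scaled to controls: 0 for no effect and ±100 for the full control effect; nearly all actives have a fitted effect of over 60% in size; hits raise eYFP signal because A3G escapes Vif-driven loss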
#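 Read-out is eYFP fluorescence (Ex 488/Em 500-530) from Vif-expressing HeLa A3G-eYFP cells; more signal means A3G escaped Vif-mediated degradation. Cells plated overnight, compound pinned in, incubated overnight at 37 deg C.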
# LDHA block = LDHA (human) enzyme inhibition; P00338; purified LDHA, NADH/diaphorase-resazurin fluorescence; stronger effect = lower value; hit rate 0.15% among 480,000; activity change, % (values are at about 110 or 230 µM); in the data active = activity change below about -30%; inconclusive = mostly about -25% to -30%;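 also: plate controls were DMSO wells for no effect and wells without enzyme for full effect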
#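 LDH5 2 nM; NADH 0.06 mM, pyruvate 0.2 mM; 200 mM Tris pH 7.4, EDTA, Tween-20; 5 min RT. Detection: diaphorase 0.133 mg/mL + resazurin 37 µM, fluorescence ex540/em590 at 0 and 20 min; normalized to enzyme-free and DMSO wells.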
# Glioma ERSR ind = ER stress response induction in glioma; U87-MG GRP78 promoter luciferase reporter, 16 h; Potency, µM, for inactives: top-dose activation, usual class: activators; hit rate 0.02% among 420,000; AID 602332; also: potency is read from the fitted curve at half-maximal effect; series mostly up to about 76 µM; % of control where 0% means no effect; nearly all actives have a fitted effect of over 35% in size
#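 Stably transfected U87-MG human glioma cells carrying a GRP78-based luminescent sensor were seeded at 1000 cells/well, pin-dosed with compounds and incubated 16 h. Luciferase reagent was then added, and end-point luminescence was read after 10 min at room temperature.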
# RXFP1 ag = RXFP1 (human) receptor agonism | Potency, µM (highest dose often 57.5 µM), without a hit: top-dose activation, hits mostly activators | hit rate 0.3% among 370,000 | HEK293T-RXFP1 cAMP TR-FRET, 30 min; response scale: percent of porcine relaxin response, buffer zero; also: potency is read from the fitted curve at half-maximal effect; % is scaled to controls: 0 for no effect and ±100 for the full control effect; nearly all actives have a fitted effect of over 60% in size; many of its hits are not listed in these tables
#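 Agonist response is measured as cAMP accumulation in an RXFP1-transfected HEK293T line under PDE4 inhibition. Values are scaled between buffer-only and 29 nM porcine relaxin, and EC50s come from standard Hill equation fits.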
# D1 ag = human D1 receptor agonism | activation, % at 2 µM | P21728 | HEK293 T-REx D1 cells, calcium flux, agonist mode | hit rate 1% among 360,000; in the data active = activation above about 30%; also: 0% is about no effect
#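 Tetracycline-induced HEK293 TREx D1 cells, force-coupled to calcium signalling, were dye-loaded with a no-wash calcium kit. Compound was pin-added after a 10 s baseline. Fluorescence was read kinetically at 1 cycle/s for 180 s, with calcium rises flagged as agonism.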
# D1 potentiator = human D1 dopamine receptor positive modulation; P21728; HEK293 TREx D1 cells, calcium flux, dopamine EC20 potentiation; potentiation, % at 10 µM; hit rate 0.036% among 360,000; AID 504651; in the data active = potentiation above about 30%; also: 0% is about no effect
# D2 PAM = D2 dopamine receptor (human) potentiation | P14416 | HEK293 T-REx D2, calcium flux, EC20 dopamine potentiation | potentiation, % at 10 µM | hit rate 0.34% among 340,000;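 active = potentiation over 3 SD above the plate norm, cut at about 30% in these data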; also: 0% is about no effect
# Target sequence (P14416 whole entry, looked up): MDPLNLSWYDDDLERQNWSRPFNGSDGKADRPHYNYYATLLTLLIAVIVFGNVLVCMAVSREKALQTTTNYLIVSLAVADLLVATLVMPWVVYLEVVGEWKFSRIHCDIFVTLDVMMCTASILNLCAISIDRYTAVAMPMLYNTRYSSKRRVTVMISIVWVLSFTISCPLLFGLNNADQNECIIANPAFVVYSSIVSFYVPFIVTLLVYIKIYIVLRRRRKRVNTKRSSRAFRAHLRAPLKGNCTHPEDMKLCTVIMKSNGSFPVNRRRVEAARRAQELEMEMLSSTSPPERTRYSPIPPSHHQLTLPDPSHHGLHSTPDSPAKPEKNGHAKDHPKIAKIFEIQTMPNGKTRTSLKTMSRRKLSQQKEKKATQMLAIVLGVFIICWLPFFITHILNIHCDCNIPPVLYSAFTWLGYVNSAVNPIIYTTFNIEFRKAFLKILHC
#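 Using a no-wash calcium dye in inducible, force-coupled HEK293 Trex cells expressing D2, we tracked fluorescence each second for 180 s after compound, then for 180 s after EC20 dopamine to detect augmented signalling.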
# * marks the source's active call; other numbers are inactive results; ? = inconclusive; . = not tested or not shown; & = joins results of further samples. Unless noted, calls follow the shape of the dose curve; as a rule, active = well fitted curve in the direction sought with a large enough effect; inconclusive = small, poorly fitted or top-dose-only effect, or another doubt; inactive = no such curve, though single readings can be large; an effect the other way counts as inactive or inconclusive. These rows are one share of the data; the hit share may differ from the screen's.
SMILES,Vif-APOBEC3F blk,D1 antag,Vif-A3G inh,LDHA block,Glioma ERSR ind,RXFP1 ag,D1 ag,D1 potentiator,D2 PAM
Cc1ccc(-c2c3c(=O)n(C)c(=O)n(C)c3cn2Cc2ccccn2)cc1,-15%,13,0%,6,0%,0.3%,2,2,3
Cc1ccc2c(COC(=O)c3ccccc3F)cc(=O)oc2c1,-2%,-6,1%,-11,-2%,14%,3,1,23
O=C(c1cc2nc(C3CC3)cc(C(F)(F)F)n2n1)N1CCCC1,-11%,-1,0%,-1,3%,0.6%,2,-3,5
CC(C)Cc1ccc(C(C)C(N)=NCCc2ccccc2)cc1 (stereo not given),11%,20,-14%,-14,-9%,0.1%,30*,-8,5
O=C(CCCN1C(=O)/C(=C/c2ccc(F)cc2)SC1=S)NCCCn1ccnc1,6%,-24,1%,-1,-9%,-1.5%,8,-9,-8
O=C(c1ccc(Cl)s1)N1CCOCC1,-1%,-10,1%,-11,5%,-0.2%,1,3,19
CCOC(=O)C1CCCN(Cc2cc(=O)oc3cc(C)ccc23)C1 (stereo not given),5%,-41*,-3%,-6,-1%,0.1%,0,-2,-21
CCNC(=O)N1CCNC(=O)C1CC(=O)Nc1ccc(C(=O)OCC)cc1 (stereo not given),1%,12,-1%,-7,1%,1.2%,1,-5,-15
CCOc1ccc(S(=O)(=O)N(CC)CC(=O)NCc2ccccn2)cc1C,-13%,-2,-7%,3,-3%,3.0%,4,-2,2
CC(=O)NS(=O)(=O)c1ccc(NC(=O)COc2cccc3c2OC(C)(C)C3)cc1,-18%,3,1%,-4,-4%,2.7%,2,4,-2
COc1cccc(CN2CCCC(C(=O)c3ccc4c(c3)OCO4)C2)c1O (stereo not given),0%,14,-1%,1,-3%,2.5%,1,-8,-16
CCCCN(C(=O)C1CCCC1)c1c(N)n(CCC)c(=O)[nH]c1=O,0%,17,4%,-13,-4%,0.6%,2,-3,-2
COc1ccc(-c2onc(C)c2-c2ccc3c(c2)OCCO3)c(O)c1,-19%,3,?,2,-1%,-0.1%,8,0,1
CCOc1ccc(CNC(=O)CCCn2nc(CC)n3c(cc4occc43)c2=O)cc1,-12%,2,0%,-3,-2%,3.0%,4,-6,10
Cc1nnc(NC(=O)c2cc3ccccc3o2)s1,-1%,3,-2%,-8,-3%,4.6%,5,3,14
O=C(Nc1ccc(F)cc1)/C(Cl)=C/c1ccccc1,5%,-19,-9%,-3,-7%,0.1%,0,-6,-12
CCOC(=O)C1CCCN(C(=O)CNC(=O)c2ccc(Br)o2)C1 (stereo not given),-20%,.,-6%,-7,-2%,.,.,.,.
CC(=O)c1cccc(NC(=O)/C=C/c2ccc(S(=O)(=O)N3CCOCC3)cc2)c1,0%,.,10%,-4,-2%,.,.,.,.
O=C(COC(=O)c1ccco1)Nc1nc2ccc([N+](=O)[O-])cc2s1,3%,-52*,-2%,-9,4%,-1.9%,9,-13,2
CN(c1ccccc1)S(=O)(=O)c1ccc(NC(=O)c2ccco2)cc1,-2%,0,1%,-4,5%,1.5%,12,-3,4
C[C@@H]1CC[C@]2(C(=O)O[C@@H]3O[C@H](CO)[C@@H](O)[C@H](O)[C@H]3O)CC[C@]3(C)C(=CCC4[C@@]5(C)CC[C@H](O[C@@H]6OC[C@H](O)[C@H](O[C@@H]7O[C@H](CO)[C@@H](O)[C@H](O)[C@H]7O)[C@H]6O)C(C)(C)C5CC[C@]43C)C2[C@]1(C)O (stereo not given in full),-6%,.,4%,-2,-1%,.,.,.,.
Cc1ccc(NC(=O)CNC(=O)c2ccco2)cc1Cl,?,1,4%,1,5%,2.3%,2,-1,-2
CC(C)(C)c1ccc(C(=O)Nc2nnc(Cc3c[nH]c4ccccc34)s2)cc1,-15%,0,-6%,-5,-5%,-0.9%,6,1,-3
COc1ccc2c(c1)[C@H]1[C@H](CO2)[C@H](c2ccccc2)[C@]2(C)C(=O)Nc3cc(OC)c(OC)cc3C(=O)N12,-9%,-23,-15%,4,-2%,0.4%,5,-6,-6
COC(=O)CSc1nnc(COc2ccc([N+](=O)[O-])cc2)n1C,-4%,-3,-3%,-8,-2%,1.2%,2,0,3
Cc1cccc(N(C)C(=O)CN(C)S(=O)(=O)c2ccc3c(c2)c(=O)n(C)c(=O)n3C)c1,-9%,-7,-1%,3,-3%,11%,3,4,7
Cc1ccc(-c2nnn(CC(=O)NCC3COCCO3)n2)o1 (stereo not given),.,7,-4%,-3,-1%,-1.2%,1,-3,-8
CC(C)(OC(=O)c1ccc(C(F)(F)F)cc1)c1cc2ccccc2c(=O)o1,-1%,.,0%,3,-3%,-0.1%,0,-2,16
COc1ccc(NC(=S)Nc2ccc(OC)cc2OC)c(OC)c1,-3%,-21,0%,2,-4%,-0.7%,2,-5,3
CC(OC(=O)c1ccc(NC(=O)CC#N)cc1)C(=O)NC(c1ccccc1)c1ccccc1 (stereo not given),1%,.,0%,1,-1%,.,.,.,.
COc1ccc(CNC(=O)CCCn2nc([N+](=O)[O-])cc2C)cc1,3%,24,1%,-13,-1%,2.7%,2,0,7
S=c1[nH]nc(-c2cccs2)n1C1CCCCC1,1%,-13,4%,-6,-4%,-0.1%,2,3,2
CCOC(=O)c1cnc(N2CCOCC2)[nH]c1=O,4%,-10,0%,-5,-1%,0.7%,2,1,-8
CC1CN(C(=O)c2cc(S(=O)(=O)N3CCCC3)c(Cl)cc2Cl)CC(C)O1 (stereo not given),-3%,6,2%,1,-4%,0.1%,0,-4,-3
Cc1ccccc1N(C(=O)c1snc(C(N)=O)c1N)C(C(=O)NC1CCCC1)c1ccco1 (stereo not given),5%,-6,-1%,-11,1%,0.0%,2,-6,5
CC(C)C[C@@H](CO)N1CCNCCC1=O,3%,12,-5%&-1%,0,-4%&-4%,0.7%,1,-6,-8
CCC(=O)N1CCc2cc(S(=O)(=O)NCCC(=O)Nc3ccc(OC)c(OC)c3)ccc21,5%,-40*,-5%,3,-2%,1.7%,2,3,17
Nc1nc(NCCCN2CCOCC2)nc(Nc2cccc(F)c2)c1[N+](=O)[O-],-15%,26,4%,2,-5%,3.1%,7,-1,11
N#Cc1c(N)nc2c(c1N)CC(CO)O2 (stereo not given),2%,10,0%,-5,-3%,0.0%,3,-3,7
Cn1c(SCC(=O)Nc2cc(=O)n(C)c(=O)n2C)nnc1C12CC3CC(CC(C3)C1)C2,.,28,.,.,.,1.4%,2,-5,2

# Part of the list above in order of length of the SMILES, highest first.
SMILES,Vif-APOBEC3F blk,D1 antag,Vif-A3G inh,LDHA block,Glioma ERSR ind,RXFP1 ag,D1 ag,D1 potentiator,D2 PAM
Cc1ccccc1N(C(=O)c1snc(C(N)=O)c1N)C(C(=O)NC1CCCC1)c1ccco1 (stereo not given),5%,-6,-1%,-11,1%,0.0%,2,-6,5
CC(OC(=O)c1ccc(NC(=O)CC#N)cc1)C(=O)NC(c1ccccc1)c1ccccc1 (stereo not given),1%,.,0%,1,-1%,.,.,.,.
Nc1nc(NCCCN2CCOCC2)nc(Nc2cccc(F)c2)c1[N+](=O)[O-],-15%,26,4%,2,-5%,3.1%,7,-1,11
O=C(COC(=O)c1ccco1)Nc1nc2ccc([N+](=O)[O-])cc2s1,3%,-52*,-2%,-9,4%,-1.9%,9,-13,2
CN(c1ccccc1)S(=O)(=O)c1ccc(NC(=O)c2ccco2)cc1,-2%,0,1%,-4,5%,1.5%,12,-3,4
COC(=O)CSc1nnc(COc2ccc([N+](=O)[O-])cc2)n1C,-4%,-3,-3%,-8,-2%,1.2%,2,0,3
CCOC(=O)C1CCCN(C(=O)CNC(=O)c2ccc(Br)o2)C1 (stereo not given),-20%,.,-6%,-7,-2%,.,.,.,.
CCOC(=O)C1CCCN(Cc2cc(=O)oc3cc(C)ccc23)C1 (stereo not given),5%,-41*,-3%,-6,-1%,0.1%,0,-2,-21
COc1ccc(NC(=S)Nc2ccc(OC)cc2OC)c(OC)c1,-3%,-21,0%,2,-4%,-0.7%,2,-5,3
CCOC(=O)c1cnc(N2CCOCC2)[nH]c1=O,4%,-10,0%,-5,-1%,0.7%,2,1,-8
O=C(c1ccc(Cl)s1)N1CCOCC1,-1%,-10,1%,-11,5%,-0.2%,1,3,19

# The list goes on.
SMILES,Vif-APOBEC3F blk,D1 antag,Vif-A3G inh,LDHA block,Glioma ERSR ind,RXFP1 ag,D1 ag,D1 potentiator,D2 PAM
CCOC(=O)/C(C#N)=C/c1cc(C)n(-c2ccc(Br)cc2)c1C,.,-9,.,.,.,0.9%,1,10,10
Cc1ccc(C(=O)C=CNNC(=O)c2ccccc2)cc1,0%,1,-2%,-3,?,-0.1%,1,-2,1
COc1cc(CN(C(=O)c2ccco2)c2ccc(C)cc2)ccc1O,0%,-21,4%,3,-4%,-0.4%,1,1,4
CCOC(=O)C1=C(C)NC(C)=C(C(=O)OCC)C1C(=O)OCC(=O)NC1CCCCC1,0%,.,-10%,-3,-4%,.,.,.,.
CC(C)CCNC(=O)c1ccc(CSCc2cccc(F)c2)o1,7%,-13,-2%,5,1%,-0.3%,5,-3,-13
CCN1CCN(CC(=O)Nc2cccc(C)c2C)C(=O)C1=O,-4%,-10,2%,1,-2%,1.1%,8,.,-10
O=C(OCc1nc2ccccc2s1)c1ccc(Br)s1,-4%,-2,0%,-11,5%,5.1%,9,-8,3
COc1ccc(C2=Nn3c(C)nnc3SC2)cc1,-6%,2,3%,-5,-2%,3.2%,0,-6,7
Cn1c(CCc2nc3ccccc3[nH]2)nnc1SCC#N,-2%,9,-2%,-12,-5%,4.0%,1,-3,4
C[C@H](NC(=O)c1nc[nH]c1C(=O)NCc1ccccc1)C(=O)OC(C)(C)C,7%,5,0%,0,-3%,-1.9%,3,3,.
Cc1ccc(C)c(NC(=S)NC(C)C(c2cccs2)N2CCOCC2)c1 (stereo not given),-1%,-9,1%,-6,-2%,-2.0%,-3,1,5
